H9c2 TAG inh: inhibitors of triacylglycerol accumulation, primary screen, cell-based, uHTS, fluorescence, H9c2 | H9c2 cells, Nile Red lipid (TAG) fluorescence; cells loaded with 200 µM oleic acid | inhibition, % at 12.5 µM | hit rate 0.66% among 230,000;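 active = pattern-corrected inhibition of lipid staining of at least 50% with the nuclear-stain viability signal not falling by more than 50%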;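 note: 0% = DMSO wells and 100% = triacsin C control wells; some results filed as inactive read as strong as hits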
H9c2 TAG inh DAPI viability: also measured in H9c2 TAG inh; calls as there; DAPI nuclei signal change (viability), lower = more cytotoxic, %;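 whole-well DAPI fluorescence read on a plate reader as a viability signal; minus 50 percent equals half of cells still viable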
Numbers without * were called inactive. Only part of the results is shown, so the mix of outcomes need not match the whole.

SMILES | H9c2 TAG inh | H9c2 TAG inh DAPI viability
O=C(N/C(=C/c1ccc(Cl)cc1)C(=O)N1CCCC1)c1ccccc1 | -11 | -5
COc1cc(/C=C2\C(C)=C(C#N)c3nc(N)c(C#N)c(C)c32)ccc1OCC(=O)O | -8 | 6
S=c1[nH]nc(CSc2nc3ccccc3s2)n1Cc1ccccc1 | 2 | 4
Nc1c(C(=O)Nc2ccc3c(c2)OCCO3)nnn1Cc1ccc(F)cc1 | -1 | -6
Nc1nccc(/C=C/c2c(F)cccc2Cl)n1 | -10 | 42
O=C(O)CC(C(=O)O)C(=Cc1ccccc1)c1ccccc1 (stereo not drawn) | 10 | 5
CCSCc1nnc(SCC(=O)Nc2cccc(SC)c2)n1C | -10 | 3
COC(=O)[C@H]1C[C@H]1[C@@H](NC(=O)c1ccc[nH]1)c1ccccc1 | 6 | -8
COc1ccc(F)cc1C(=O)C1CCCN(Cc2c(C)n(C)n(-c3ccccc3)c2=O)C1 (stereo not drawn) | -4 | 12
CC(=O)c1cccc(N(C(=O)c2ccco2)C(C(=O)NC2CCCC2)c2ccc(N3CCOCC3)cc2)c1 (stereo not drawn) | -12 | 20
Cc1cccc(C)c1NC(=O)CN(c1ccccn1)S(=O)(=O)c1ccc(F)cc1 | 2 | -2
Cc1cc(C)nc(/N=C2\NC(=O)CC(C(=O)O)N2CCc2c[nH]c3ccccc23)n1 (stereo not drawn) | -1 | 1
O=S(=O)(c1ccc(C(F)(F)F)cc1)N1CCN(CCOc2ccccc2)CC1 | 1 | 3
COc1ccccc1CNC(=O)C1CCN(C(=O)NC2CCCCC2)CC1 | -6 | 0
CNC(=O)C1CC(=O)N(CCc2ccc(OC)c(OC)c2)C(=Nc2ccc(F)cc2)S1 (stereo not drawn) | 6 | -4
CC1(C)Cc2c(c(N3CCOCC3)nc3sc(C(N)=O)c(N)c23)CO1 | 3 | 17
COc1ccc(OCc2cc(C(=O)N3CCSCC3)no2)c(Cl)c1 | 5 | 2
CC1(C(=O)O)CCN1C(=O)/C=C/c1ccccc1 (stereo not drawn) | 7 | 8
Nc1ccc(S(=O)(=O)N2CCCC2)cc1Cl | -5 | -7
CCC(C)NC(=O)CC(NS(=O)(=O)c1ccc(Cl)cc1)c1ccco1 (stereo not drawn) | 1 | -3
O=C(CSc1c2c(nc3ccccc13)CCCC2)NCc1ccco1 | 6 | 10
CN(C(=O)c1cc(COc2ccc(F)cc2Cl)on1)C1CCOC1 (stereo not drawn) | -2 | 2
O=C(CN1C(=O)NC(CCc2ccccc2)C1=O)Nc1ccc(F)c(F)c1F (stereo not drawn) | -22 | -3
Cc1oc(-c2ccc3c(c2)OCCO3)cc1C(=O)NCC(=O)O | 3 | 0
CCSc1nnc(Cn2c(=O)sc3ccccc32)n1-c1ccc(OC)cc1 | 2 | -13
COCCc1nnc(NC(=O)Cc2ccccc2)s1 | -23 | 14
COC(=O)CSc1nnc(-c2cccnc2)n1C | 1 | -17
CN(C)c1ccc(C(=O)NCc2ccc3c(c2)CCO3)cc1 | -18 | 3
Nn1c(SCc2cccc(F)c2)nnc1-c1ccncc1 | -4 | 0
O=C(Nc1nc2ccccc2[nH]1)C1CCN(S(=O)(=O)c2cccs2)CC1 | 12 | -2
Cc1cc(C)c(NC(=O)C2CCCN2CCC(C)C)c(C)c1 (stereo not drawn) | 6 | -9
O=C(COc1ccccc1Cl)NNC(=O)Cn1[nH]c(=O)c2ccccc2c1=O | 3 | -3
COc1ccc(C)cc1Nc1nnc(C)c(=O)[nH]1 | -2 | 8
CCCCNS(=O)(=O)CCNCc1ccc(OC)cc1 | -15 | 2
COc1ccc(OC(=O)c2cc3ccccc3o2)cc1 | 2 | -5
O=C(COC(=O)c1cccs1)NCC1CCCO1 (stereo not drawn) | -6 | -5
O=C(COC(=O)c1ccc2ccccc2c1)NCc1ccccc1 | -9 | -6
Clc1ccccc1CNCc1ccncc1 | 4 | 4
CCOc1ccc(NC(=O)CN(C)C(=O)Cc2ccsc2)cc1OCC | -8 | 1
COC(=O)CCCC1=CC2=C(c3ccccc3)C(=O)C(C)(OC(=O)C3CCCC3)C(=O)C2=CN1Cc1ccco1 (stereo not drawn) | 4 | -13
CCOc1ccc(CCNC(=O)CSc2ncn[nH]2)cc1OCC | 2 | -4
COc1ccc(NC(=O)C2CCCN(S(=O)(=O)c3c(C)n[nH]c3C)C2)c(OC)c1 (stereo not drawn) | 7 | -19
C=CCn1c(-c2cccc(Cl)c2)n[nH]c1=S | 4 | 3
CN(CC(=O)NC(=O)Nc1ccccc1F)Cc1ccccc1F | 2 | -5
COCCN(CCOC)C(=O)c1sc2nc(-c3ccccc3)cn2c1C | 11 | 4
Cc1ccc(S(=O)(=O)NC(CC(C)C)C(=O)NCC(C)(C)N2CCOCC2)cc1 (stereo not drawn) | 6 | 1
COc1ccc(N2CCN(Cc3cc(=O)oc4ccc(Cl)cc34)CC2)cc1 | 2 | -4
O=C(CCn1c(=O)oc2ccccc21)Nc1cccc(Cl)c1 | 15 | -8
COc1cccc(NC(=S)N2CCn3cccc3C2c2cccnc2)c1 (stereo not drawn) | -6 | 6
CN1CCN(CCCNC(=O)c2ccc(CS(=O)(=O)c3ccc(Br)cc3)o2)CC1 | -3 | -2
Cc1[nH]c2ccccc2c1C(=O)CCl | -12 | -10
COC(=O)CSc1ncnc2scc(-c3ccccc3)c12 | 6 | 1
CCOC(=O)CNc1nc(OCC#N)nc(N2CCOCC2)n1 | 6 | 8
CC(C)c1ccc(OCc2ccc(C(=O)O)o2)cc1 | -4 | 1
COc1cc(/C=C\C(=O)Nc2cc(=O)n(C)c(=O)n2C)cc(OC)c1OC | 8 | 9
Cc1ccc(NC(=O)COC(=O)Cn2c(C)csc2=O)cc1 | 17 | -11
CN(Cc1ccccc1)C1CCCN(C(=O)c2ccc(Cl)s2)C1 (stereo not drawn) | -14 | 11
COc1cc(NC(=O)c2cccs2)c(OC)cc1NC(=O)CCC(=O)Nc1cccc2ncccc12 | 27 | -2
COc1ccc(NC(=S)NCc2cccs2)cc1OC | -5 | -2
CC(=O)OCc1ccc(C2=CC(=O)CC(C)(C)C2=O)cc1 | 12 | -8

The last 5 records of the part before lead into the next:
SMILES | H9c2 TAG inh | H9c2 TAG inh DAPI viability
Cc1ccc(NC(=O)COC(=O)Cn2c(C)csc2=O)cc1 | 17 | -11
CN(Cc1ccccc1)C1CCCN(C(=O)c2ccc(Cl)s2)C1 (stereo not drawn) | -14 | 11
COc1cc(NC(=O)c2cccs2)c(OC)cc1NC(=O)CCC(=O)Nc1cccc2ncccc12 | 27 | -2
COc1ccc(NC(=S)NCc2cccs2)cc1OC | -5 | -2
CC(=O)OCc1ccc(C2=CC(=O)CC(C)(C)C2=O)cc1 | 12 | -8
CCCCNC(=S)NCc1ccc2c(c1)cc(C)n2C | -10 | 4
CC(C)OC(=O)c1nn2c(C(F)(F)F)cc(-c3ccco3)nc2c1Cl | -5 | 9
COc1ccccc1C(=O)NNC(=O)C(=O)NCc1ccccc1 | 4 | -10
O=C(Nc1ccccc1)c1cn(CCBr)cn1 | 4 | -6
C=CCn1c(SCC(=O)NCc2ccc3c(c2)OCO3)nc2scc(-c3ccc(F)cc3)c2c1=O | 14 | -15
CC(C)CN(CC(C)C)C(=O)Nc1ccccc1F | -16 | 6
CC(C)N1CCN(Cc2cnc(N3CCCC3)s2)CC1CCO (stereo not drawn) | 5 | 5
O=C1CC(NS(=O)(=O)c2cccs2)CN1c1ccc(F)cc1 (stereo not drawn) | 3 | 3
O=c1ccnc(Nc2ccc([N+](=O)[O-])cc2)[nH]1 | -6 | -11
O=C(c1ccc(-n2cncn2)c([N+](=O)[O-])c1)N1CCN(c2cccc(Cl)c2)CC1 | 21 | 1
C=CCn1c(C)nnc1SCC(=O)Nc1oc(C)c2c(C)n[nH]c(=O)c12 | 8 | 1
O=C(c1ccc2c(c1)N(Cc1ccccc1)CCS2)N1CCCCC1 | -10 | 1
CCN(CC)S(=O)(=O)c1ccc(C(=O)NCC(=O)NCc2ccc3c(c2)OCO3)cc1 | 2 | -3
Cc1noc(COc2ccccc2OCc2onc(C)c2Cl)c1Cl | 12 | -8
CCN(CC)CCOC(=O)CCc1cccc2ccccc12 | -17 | 8
CCOC(=O)C[C@H]1c2cc(F)ccc2S(=O)(=O)N1C1CCCC1 | -4 | 0
NC(=O)C(NN=C(c1ccccc1)c1ccccc1)c1ccccc1 (stereo not drawn) | -6 | 0
COc1ccc(CN(C)C[C@@H]2OCCCC[C@H](C)Oc3ccc(NC(=O)Cc4ccccc4)cc3C(=O)N([C@@H](C)CO)C[C@@H]2C)cc1 | 5 | 0
Cc1ccc(-n2ncc3c(=O)[nH]cnc32)c(C)c1 | -8 | 2
Cc1c(C(=O)NCc2ccccc2C(F)(F)F)sc(=O)n1Cc1ccc(F)cc1 | 3 | -1
COc1cccc(C(=O)Nc2c3c(nc4c2CCC4)CCCC3)c1 | -2 | 6
CCC(=O)Nc1cc(C(=O)O)ccc1Sc1ccc(Cl)cc1 | -6 | 15
COc1cc2oc(=O)cc(-c3ccc(-c4ccc(F)c(Cl)c4)cc3)c2c(OC)c1OC | -7 | 6
CCCSC1=C(C#N)C(c2cccnc2)C(C(=O)OCC)=C(c2ccccc2)N1 (stereo not drawn) | -1 | 1
O=C(CSc1cccc2cccnc12)OCC(=O)c1ccc(Br)cc1 | -5 | 0
COc1ccc(-c2c(C)cc3oc(=O)cc(-c4ccccc4)c3c2C)cc1 | -2 | 5
CCOC(=O)c1nnn(-c2nonc2NC(C)=O)c1C | 32 | -27
COc1ccc(NC(=O)c2c(N)no[n+]2[O-])cc1 | -4 | 9
COc1ccc(C(=O)Nc2ccnn2C2CCN(C(=O)c3cccnc3)CC2)cc1 | 12 | 1
CCN(CC)c1ccc(S(=O)(=O)N2CCCCC2)cc1NC(=O)C1=COCCO1 | -2 | -1
O=C(COC(=O)CC(NC(=O)c1ccccc1Cl)c1ccccc1)Nc1cccc(F)c1 (stereo not drawn) | -9 | 2
O=C(CCNC(=O)N1CC(=O)Nc2ccccc21)NCc1ccc(Cl)cc1 | -7 | 11
O=C(NCc1ccncc1)c1ccc(Cl)c(S(=O)(=O)N2CCOCC2)c1 | 17 | 0
O=C(Cc1nn[nH]n1)NCc1ccccc1Cl | 19 | -7
CCOC(=O)c1oc2ccc(Br)cc2c1COC(=O)C1=COCCO1 | -27 | -1
CCOc1cnc(-c2ccccc2F)o1 | 8 | -1
CCOc1ccccc1NC(=O)c1cnccn1 | -6 | -7
Cc1cc(C)n2nc(SCC(=O)N3CCN(c4ccc(F)cc4)CC3)nc2n1 | 1 | 2
O=C(c1ccc(C(F)(F)F)cc1)C1CCCN(Cc2cccn2-c2ncccn2)C1 (stereo not drawn) | 23 | 19
Cc1noc(C)c1C(=O)OC(C)C(=O)NC(C)c1ccc(Cl)cc1Cl (stereo not drawn) | -12 | 2
COc1ccc(N2CC(C(=O)Nc3ccc(S(=O)(=O)N4CCOCC4)cc3)CC2=O)cc1 (stereo not drawn) | 5 | -14
COC(=O)N/N=C(\C)c1ccccc1Br | 5 | -1
CCN1C(=O)/C(=C\N2CCN(C)CC2)SC1=S | 15 | 6
Cc1cccc(C)c1NC(=O)CN(C)CC(=O)Nc1ccccc1Oc1ccccc1 | 10 | -2
COc1cc(SC)ccc1C(=O)Nc1ccccn1 | -3 | 4
Cc1ccc(/C(N)=N/OC(=O)COc2cccc3ccccc23)cc1 | -5 | -2
COc1ccc(Cl)cc1NC(=O)C/C(C)=N/NC(=O)c1ccccc1Cl | -5 | 0
O=C(N1CCN(Cc2ccc3c(c2)OCO3)CC1)C(Cl)(Cl)Cl | -8 | 5
COCCn1c(-c2ccccc2)nc2oc3ccccc3c(=O)c2c1=O | 12 | 9
O=c1c2[nH]c3ccc(Cl)cc3c2ncn1Cc1ccccn1 | 2 | -12
CC(=O)c1ccc(-c2nc3ccccc3n2C)o1 | 2 | 43
CC(C)N1CCc2c(sc(NC(=O)c3ccc(S(=O)(=O)N(C)CC4CCCO4)cc3)c2C(N)=O)C1 (stereo not drawn) | 3 | -1
CC(=O)Nc1ccc(OCC(=O)N2CCC(Cc3ccccc3)CC2)cc1 | 5 | -9
CC1(c2ccco2)NC(=O)NC1=O (stereo not drawn) | 2 | -12
CCOC(=O)c1cnc2c(C(=O)OC)cccc2c1NCc1cccnc1 | -7 | 19
CN(C)c1ccc(/C=N/NC(=O)CNC(=O)c2ccncc2)cc1 | 1 | 6
CN(Cc1ccccc1)S(=O)(=O)c1ccc(Cl)c(C(=O)NCCCN2CCCC2=O)c1 | 1 | -1
O=C(c1cccs1)N1CCN(c2nnc(-c3ccccc3)c3ccccc23)CC1 | 0 | 0

Of the compounds above, 13 contain a furan ring, fused or not:
SMILES | H9c2 TAG inh | H9c2 TAG inh DAPI viability
CC(=O)c1cccc(N(C(=O)c2ccco2)C(C(=O)NC2CCCC2)c2ccc(N3CCOCC3)cc2)c1 (stereo not drawn) | -12 | 20
CCC(C)NC(=O)CC(NS(=O)(=O)c1ccc(Cl)cc1)c1ccco1 (stereo not drawn) | 1 | -3
O=C(CSc1c2c(nc3ccccc13)CCCC2)NCc1ccco1 | 6 | 10
Cc1oc(-c2ccc3c(c2)OCCO3)cc1C(=O)NCC(=O)O | 3 | 0
COc1ccc(OC(=O)c2cc3ccccc3o2)cc1 | 2 | -5
COC(=O)CCCC1=CC2=C(c3ccccc3)C(=O)C(C)(OC(=O)C3CCCC3)C(=O)C2=CN1Cc1ccco1 (stereo not drawn) | 4 | -13
CN1CCN(CCCNC(=O)c2ccc(CS(=O)(=O)c3ccc(Br)cc3)o2)CC1 | -3 | -2
CC(C)c1ccc(OCc2ccc(C(=O)O)o2)cc1 | -4 | 1
CC(C)OC(=O)c1nn2c(C(F)(F)F)cc(-c3ccco3)nc2c1Cl | -5 | 9
C=CCn1c(C)nnc1SCC(=O)Nc1oc(C)c2c(C)n[nH]c(=O)c12 | 8 | 1
CCOC(=O)c1oc2ccc(Br)cc2c1COC(=O)C1=COCCO1 | -27 | -1
CC(=O)c1ccc(-c2nc3ccccc3n2C)o1 | 2 | 43
CC1(c2ccco2)NC(=O)NC1=O (stereo not drawn) | 2 | -12
